# Myeloid diff MLP = compounds promoting myeloid differentiation | ER-HoxA9 myeloid progenitors, lysozyme-GFP differentiation, flow cytometry | calls only at 10 µM | 360,000 compounds, 1% hits | AID 624256;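 active = normalized GFP-positive differentiation at or above the plate's own cutoff, the solvent-only control mean plus 3 SD; inconclusive = no clear call, values can overlap the other calls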;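 also: cells exposed to compound for four days before flow analysis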
# CSM14.1 death rescue = protection against thapsigargin-triggered cell killing – 384-well, CSM14.1, ATP luminescence, primary screen (AID 1222); CSM14.1 thapsigargin-induced death rescue, ATP luminescence; higher % means a stronger effect; one-dose cellular ATP content (survival), % at 20 µM; EC50 in µM for titrated hits; 190,000 tested, under 10 active;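 active = EC50 below 50 µM in the dose-response confirmation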;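 also: death triggered by thapsigargin at about 15 µM added after 2 h compound pretreatment; cell ATP read after overnight thapsigargin exposure of roughly 18 to 22 hours; normalized against plate controls of thapsigargin alone and 5% DMSO vehicle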
# TNAP activators = human TNAP enzyme activators, primary screen, biochemical, luminescent, no phosphate acceptor, uHTS (AID 1001); purified TNAP, luminescent activation assay, no phosphate acceptor; higher activation fold means a stronger effect; one-dose activation fold at 20 µM; EC50 in µM for titrated hits; 200,000 compounds, 0.03% hits; in the data active = activation fold from about 3, or a potency from the dose series; inactive = the rest, 99 in 100 with activation fold below about 1.6; also: many of its hits are not listed in these tables
# human PMI inhibition = inhibitors of human PMI, primary screen, biochemical, fluorescence intensity, coupled assay (AID 1209) | one-dose inhibition, % at 20 µM; IC50 in µM for titrated hits | 190,000 compounds, 0.42% hits | purified PMI enzyme, coupled fluorescence intensity; higher % means a stronger effect;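 also: plate controls were DMSO vehicle for no effect and wells lacking substrate for full effect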
# LYP inhibition = inhibitors of LYP phosphatase, biochemical, fluorescence intensity, uHTS (AID 1779); inhibition, % at 11.5 µM, or IC50 in µM where a hit was titrated; 290,000 compounds, 0.054% hits; recombinant LYP phosphatase, fluorescence intensity; higher % means a stronger effect;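 also: plate controls were vehicle with enzyme for no effect and no enzyme for full effect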
# M1AAP inhibition = malaria alanyl aminopeptidase activity blockers – biochemical, fluorogenic H-Leu-NHMec substrate, 1536-well (AID 1445); recombinant M1AAP, H-Leu-NHMec fluorogenic kinetic assay; higher % means a stronger effect; one-dose inhibition, % at 30 µM; IC50 in µM for titrated hits; 220,000 compounds, 0.42% hits;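 active = primary inhibition above the hit cutoff, then over 50% inhibition at one or more dose response concentrations, cut at about 23% in these data, passing the limit was not always enough; inconclusive = conflicting primary data, or primary hits not chosen for dose response; inactive = low primary inhibition, or under 50% at every dose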;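 also: plate controls were DMSO full reaction for no effect and no enzyme background for full effect; strong numbers were not always called active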
# P. falciparum M17LAP = P. falciparum M17LAP inhibitors, primary screen, biochemical, fluorogenic H-Leu-NHMec substrate, 1536-well (AID 1619) | 220,000 compounds, 0.38% hits | inhibition, % at 30 µM; hits with a dose series show IC50 in µM | recombinant M17LAP, H-Leu-NHMec fluorogenic kinetic assay; higher % means a stronger effect;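 active = compound inhibiting the enzyme by more than half at any dose during confirmatory dose-response retesting; inconclusive = strong single-dose inhibitors picked by rank but not retested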;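 also: plate controls were full reaction with DMSO carrier for no effect and no enzyme background for full effect; strong numbers were not always called active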
# XIAP antagonists = XIAP antagonists, biochemical, IAP family, fluorescence polarization (AID 1018) | displacement, % at 20 µM; hits with a dose series show IC50 in µM | 200,000 compounds, 0.007% hits | XIAP BIR domain, fluorescence polarization peptide displacement; higher % means a stronger effect; in the data active = displacement above about 50%; also: a part of the inactive calls stands beside numbers as strong as those of hits
# PMI inhibition = human PMI inhibitors, high substrate, primary screen, biochemical, fluorescence intensity, high mannose 6-phosphate (AID 1220); recombinant PMI enzyme, coupled fluorescence intensity; higher % means a stronger effect; inhibition, % at 20 µM, or IC50 in µM where a hit was titrated; 190,000 compounds, 0.66% hits
# Myeloid diff MLP GFP+ MAC1+ % = also measured in Myeloid diff MLP; calls as there; GFP+ MAC1+ double positive, %; measured here: differentiation confirmed by MAC1 staining
# Numbers without * were called inactive; i = inactive; u = inconclusive; x = not tested or not shown; & = joins results of further samples. Rule as the data show it, unless noted: active = inhibition above about 50%; inactive = the rest.
Molecule	Myeloid diff MLP	Myeloid diff MLP GFP+ MAC1+ %	CSM14.1 death rescue	TNAP activators	human PMI inhibition	LYP inhibition	M1AAP inhibition	P. falciparum M17LAP	XIAP antagonists	PMI inhibition
CCCNC(=O)c1ccc(C2SCC(=O)N2CCc2ccccc2)cc1 (stereo not drawn)	i	1.0	4.0%	1.1	5%	-6%	1%	6%	-3.5%	6%
CC1=CC2=NC(=O)/C(=C\c3cccn3CCOc3cc(C)ccc3C)C(=N)N2O1	i	0.0	3.5%	1	42%	3%	4%	-16%	-1.4%	17%
CN(C(=O)c1ccccc1Cl)C1CCCCC1	i	6.6	-1.3%	1.1	12%	-4%	8%	1%	0.0%	9%
Cn1ncc(C#N)c1/N=C/N1CCCCC1	i	0.8	-2.1%	1.1	8%	-10%	3%	6%	1.5%	5%
COc1cc(/C=N\Nc2nc3ccccc3o2)cc(OC)c1OC	i	5.0	-2.4%	1	1%	-2%	5%	3%	-5.3%	-12%
CC(OC(=O)CCC(=O)c1cccs1)C(=O)Nc1ccc(Cl)cn1 (stereo not drawn)	i	0.8	-1.3%	1.1	5%	-3%	7%	-3%	-4.0%	0%
C/C(=N\NC(=O)c1cc(C)nc2ccccc12)c1ccc([N+](=O)[O-])cc1	i	0.0	-1.1%	1.1	-8%	-3%	16%	3%	-7.0%	1%
COc1ccc(-c2cc(-c3cccs3)c(C#N)c(SCC(=O)NCc3ccco3)n2)cc1	u	x	0.6%	1.1	4%	-8%	5%	14%	-3.1%	0%
CC1(C(=O)O)C=CCN1C(=O)c1ccccc1 (stereo not drawn)	i	0.4	-4.8%	1.1	-15%	-3%	-4%	-5%	-2.1%	-8%
O=C(COC(=O)Cn1cnc2ccccc21)Nc1cccc(S(=O)(=O)N2CCOCC2)c1	i	0.3	1.0%	1.1	-11%	-3%	12%	11%	-1.0%	-8%
COc1ccc(-n2c3c(cc(C(=O)NCc4ccco4)c2=O)C(=O)CC(C)(C)C3)cc1	i	0.4	7.4%	1	7%	-4%	1%	-6%	-5.6%	3%
O=C(N/N=C/c1ccc(Sc2nc3ccccc3[nH]2)o1)c1ccncc1	i	0.6	-2.0%	1.2	-4%	3%	10%	5%	-7.2%	-4%
CC(C)(C)NC(=O)C(c1ccc(O)cc1)N(C(=O)CCC(=O)Nc1nccs1)c1ccc(F)cc1 (stereo not drawn)	i	0.2	-1.6%	1.1	6%	-1%	4%	13%	-5.1%	3%
CCN1CCN(c2cc(SC(C)C)nc(-c3ccc(OC)cc3)n2)CC1	i	0.8	-1.2%	0.9	-15%	-15%	6%	9%	-5.0%	-13%
CC1Oc2ccccc2OC1(O)c1ccc2ccccc2n1 (stereo not drawn)	i	0.6	0.3%	0.8	19%	-11%	-3%	2%	-9.0%	12%
CCOC(=O)CSc1cc(=O)n(C)c2cc(Cl)ccc12	i	0.8	1.3%	1.1	2%	-4%	-4%	-7%	-0.8%	1%
c1ccc2c(c1)CCN(c1nc(CN3CCOCC3)nc3sc4c(c13)CCCC4)C2	i	0.0	-0.3%	1.3	-11%	-1%	7%	8%	-4.2%	-9%
CCN1CCN(S(=O)(=O)c2ccc(Cl)c(C(=O)Nc3nnc(CC(C)C)s3)c2)CC1	i	0.3	-1.6%	1	-11%	-11%	22%	37%	-0.4%	-2%
O=C(O)CC/C(=N\Nc1ccc([N+](=O)[O-])cc1)c1ccccc1	i	0.3	x	x	x	2%	8%	6%	x	x
C=CCNC(=S)N1CCN(CCN=CC2=C(O)CC(c3ccco3)CC2=O)CC1 (stereo not drawn)	i	4.4	-0.8%	1	5%	-5%	3%	4%	-8.0%	4%
COC(=O)c1sccc1NC(=S)Nc1cc(C)cc(C)c1	i	1.1	-2.7%	1.2	13%	-6%	-1%	-10%	1.1%	1%
O=C(Nc1ccccc1F)c1ccccc1-c1ccccc1	i	0.2	5.0%	1.1	20%	-4%	7%	3%	-4.2%	15%
COc1ccc(OC)c(NC(=O)C2CCN(c3ncccn3)CC2)c1	i	0.5	-1.3%	1.1	-5%	-8%	4%	16%	-4.0%	-10%
CS(=O)(=O)N(CC(=O)NCc1ccncc1)c1ccc(F)c(Cl)c1	i	0.7	-0.3%	1	5%	-5%	-6%	-3%	-6.3%	2%
CCCCCCCCCC(=O)NNC(=O)c1c(O)c2ccccc2n(CC)c1=O	i	0.3	1.5%	1.2	-14%	8%	1%	6%	-5.2%	-28%
Nc1[nH]n2c(=O)cc(-c3ccccc3)nc2c1N=Nc1ccc2c(c1)OCO2	x	x	-1.9%	0.8	28%	0%	-9%	6%	-4.2%	34%
CN(Cc1cccc(F)c1)C(=O)c1ccc(S(=O)(=O)C(F)F)cc1	i	0.9	-0.1%	1	-8%	-6%	8%	3%	-5.7%	-6%
Fc1ccc2c(c1)[C@H]1OCC[C@H]1[C@@H](c1ccco1)N2	i	1.4	0.1%	1.1	-5%	-6%	10%	-2%	-1.3%	2%
COc1ccc(-n2c(SC3CCOC3=O)nc3ccccc3c2=O)cc1OC (stereo not drawn)	i	5.9	0.4%	1	1%	-7%	3%	0%	-2.8%	0%
O=C(NCc1ccccc1)c1cc2ccccc2o1	i	0.8	1.7%	1	15%	-6%	6%	3%	-5.3%	10%
COc1ccc(C)cc1NC(=O)CSc1nnc(-c2ccc(Br)cc2)o1	i	1.2	-2.0%	1.1	19%	7%	1%	14%	-16%	14%
C=CCn1c(=O)c(C(C)=O)cn(N(C)c2ncc(C(F)(F)F)cc2Cl)c1=O	i	0.2	-2.2%	1	-5%	2%	9%	-2%	-7.4%	4%
Cn1cccc1/C=N/n1c(-c2ccc(Cl)cc2Cl)n[nH]c1=S	i	1.6	-2.7%	0.9	22%	5%	5%	3%	-2.4%	24%
Cc1ccc(S(=O)(=O)CC(=O)Nc2ccc(S(=O)(=O)Nc3onc(C)c3C)cc2)cc1	i	2.1	2.5%	1.2	4%	-4%	15%	-11%	-0.9%	9%
N#CC(C#N)=C1NC2(CCCC2)Cc2ccccc21	i	0.4	-0.6%	1.2	-7%	-3%	8%	5%	-2.7%	-8%
COC(=O)c1cc(-c2ccccc2)on1	i	0.8	-2.8%	1.1	7%	-5%	7%	5%	0.7%	5%
C=CCn1c(C)cc(C(=O)CSc2nnc(Cc3ccccc3)o2)c1C	i	0.8	-1.4%	1	6%	-3%	7%	7%	-5.2%	9%
CCOC(=O)N1CCN(C2=Nc3cccc4cccc2c34)CC1	i	0.6	-1.3%	1	38%	-4%	10%	5%	-1.8%	58%*
NC(=O)NC(=O)COC(=O)c1ccccc1OCc1ccc(F)cc1	i	0.3	x	x	x	-4%	1%	-9%	x	x
COCCN1C(=O)N[C@@H](CCc2ccccc2)C(C(C)=O)=C1C	x	x	-0.9%	1.1	-30%	-11%	-4%	-7%	-9.6%	-26%
Cc1nn(-c2ccccc2)cc1/C=N/NS(=O)(=O)c1ccccc1	i	0.2	-1.4%	1.1	-6%	-8%	2%	17%	-3.0%	3%
Cc1cc(=O)n2[nH]c(-c3ccc(C(C)(C)C)cc3)cc2n1	i	0.4	-5.1%	1.1	14%	-7%&-7%	4%&7%	3%&10%	-0.9%	10%
S=C(NC1CCCCC1)NN(c1ccccc1)c1ccccc1	i	0.5	-2.2%	1.1	12%	-3%	4%	8%	-7.8%	-1%
CCCCOc1ccc(C(=O)NC)cc1	i	1.5	x	1.1	4%	-2%	3%	15%	-2.9%	5%
Cc1cccc(N2CCN(C(=S)Nc3ccc4nc(N5CCOCC5)cc(C)c4c3)CC2C)c1 (stereo not drawn)	i	0.7	0.4%	0.7	28%	-9%	-2%	-2%	-1.8%	52%*
CCOc1ccc2[nH]c(=O)c(CN(Cc3nnnn3Cc3ccccc3)CC3CCCO3)cc2c1 (stereo not drawn)	i	6.5	-1.2%	1	-8%	-3%	2%	3%	-7.5%	4%
CC1CN(S(=O)(=O)c2cccs2)CC(C)O1 (stereo not drawn)	i	1.0	3.4%	1.1	-2%	0%	7%	-5%	-10%	-16%
COc1cc(NS(=O)(=O)c2ccc(NC(=O)COc3ccc(C)cc3)cc2)nc(OC)n1	i	0.0	-0.9%	1.1	6%	-2%	8%	11%	-9.6%	8%
CCN(CCS(=O)(=O)c1ccc(Cl)cc1)C(=O)Nc1ccc(Cl)cc1	i	0.6	x	x	x	-12%	4%	-5%	x	x
O=C1CC(c2cccc(Cl)c2)c2cc3c(cc2N1)CCC3 (stereo not drawn)	i	2.2	-0.7%	1.1	11%	-2%	5%	12%	-3.1%	11%

# Next part.
Molecule	Myeloid diff MLP	Myeloid diff MLP GFP+ MAC1+ %	CSM14.1 death rescue	TNAP activators	human PMI inhibition	LYP inhibition	M1AAP inhibition	P. falciparum M17LAP	XIAP antagonists	PMI inhibition
CC(C)c1ccc(/C=C/C(=O)NCCCc2ccccc2)cc1	i	0.2	-0.5%	1	-2%	4%	-3%	-3%	-6.9%	-7%
Cc1cc(NC(=O)CSc2nnc(CNc3cccc(C(F)(F)F)c3)n2Cc2ccco2)no1	i	1.7	-0.4%	1.1	-9%	-6%	-1%	7%	-5.4%	-7%
COc1ccc(NC(=O)Nc2ncccc2C)cc1	i	9.2	-2.5%	1.1	7%	-5%	2%	21%	-1.9%	33%
CCc1ccc(NC(=O)Cn2cnc3c(=O)n(C)c(=O)n(C)c32)cc1	i	0.3	-1.7%	1.1	18%	-6%	u	6%	-1.8%	18%
COc1ccc(NC(=S)N2N=CCC2c2ccccc2)cc1 (stereo not drawn)	i	1.0	-5.3%	1.2	1%	-8%	2%	17%	-0.2%	2%
CCOc1ccc(N(CC(=O)Nc2ccccc2C)S(=O)(=O)c2c(C)[nH]c(=O)[nH]c2=O)cc1	i	0.3	x	x	x	-10%	-1%	2%	x	x
C=CCn1cc(C(=O)NCc2ccc(Cl)cc2)c(=O)c2cc(S(=O)(=O)N(CC)CC)ccc21	i	0.8	-2.8%	1	8%	6%	1%	-9%	3.9%	9%
C=CCN1C(=O)C(CC(=O)Nc2ccc(OCC)cc2)N(Cc2ccccn2)C1=S (stereo not drawn)	i	0.5	-1.7%	1	-9%	-5%	15%	12%	-22%	-11%

# Compounds from the list above with a tert-butyl group, in the order listed:
Molecule	Myeloid diff MLP	Myeloid diff MLP GFP+ MAC1+ %	CSM14.1 death rescue	TNAP activators	human PMI inhibition	LYP inhibition	M1AAP inhibition	P. falciparum M17LAP	XIAP antagonists	PMI inhibition
CC(C)(C)NC(=O)C(c1ccc(O)cc1)N(C(=O)CCC(=O)Nc1nccs1)c1ccc(F)cc1 (stereo not drawn)	i	0.2	-1.6%	1.1	6%	-1%	4%	13%	-5.1%	3%
Cc1cc(=O)n2[nH]c(-c3ccc(C(C)(C)C)cc3)cc2n1	i	0.4	-5.1%	1.1	14%	-7%&-7%	4%&7%	3%&10%	-0.9%	10%

# Bioassay records as filed in PubChem.

# This is a random part of the collection; 2.7% or so of the library scored in one or more.
